High-throughput results (PubChem BioAssay)
FBW7 activator – activators of human E3 ligase FBW7; AlphaScreen FBW7–phospho-cyclin E peptide binding, activator screen; normalized activity (activation), % at 26.1 µM; 0.13% of 650,000 active; AID 1259310; in the data active = normalized activity above about 1.9%;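 also: purified mutant Fbw7 with reduced substrate affinity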
Target sequence (Q969H0 whole entry, looked up): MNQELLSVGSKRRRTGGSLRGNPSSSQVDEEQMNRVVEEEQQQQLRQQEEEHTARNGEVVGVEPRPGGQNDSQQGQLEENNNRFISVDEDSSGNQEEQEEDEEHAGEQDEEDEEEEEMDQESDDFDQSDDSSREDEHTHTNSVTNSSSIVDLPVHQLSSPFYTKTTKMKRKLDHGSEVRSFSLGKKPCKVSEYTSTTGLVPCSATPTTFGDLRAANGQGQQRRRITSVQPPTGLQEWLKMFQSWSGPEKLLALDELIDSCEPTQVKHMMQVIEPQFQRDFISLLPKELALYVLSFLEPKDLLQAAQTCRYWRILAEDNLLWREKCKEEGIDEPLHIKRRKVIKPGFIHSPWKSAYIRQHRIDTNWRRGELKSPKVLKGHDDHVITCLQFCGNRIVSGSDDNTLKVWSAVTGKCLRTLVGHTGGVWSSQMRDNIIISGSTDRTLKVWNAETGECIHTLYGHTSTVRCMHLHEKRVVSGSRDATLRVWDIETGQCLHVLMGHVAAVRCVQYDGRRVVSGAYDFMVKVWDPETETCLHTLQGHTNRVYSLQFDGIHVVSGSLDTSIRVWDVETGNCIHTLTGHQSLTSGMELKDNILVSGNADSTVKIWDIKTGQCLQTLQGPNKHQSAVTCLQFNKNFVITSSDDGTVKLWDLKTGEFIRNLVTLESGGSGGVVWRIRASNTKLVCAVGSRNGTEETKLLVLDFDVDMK
MITF inh – inhibitors of human MITF | O75030 | AlphaScreen MITF homodimerization, bead proximity signal | inhibition, % at 2.6 µM | 0.91% of 650,000 active | AID 1259374; in the data active = inhibition above about 50%;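 also: 0% = vehicle wells with protein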
TEAD-YAP inh – TEAD-YAP interaction inhibition; inhibition, % at 9.12 µM; 1.4% of 640,000 active; HEK-TIYL cells, TEAD-Gal4/YAP UAS-luciferase luminescence; AID 1259422; in the data active = inhibition above about 32%;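 also: 0% = median of test compound wells and 100% = reference inhibitor wells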
GPR151 activ – activates the human receptor GPR151 | activation, % at 11.2 µM | 1% of 650,000 active | PathHunter beta-arrestin GPR151 cells, luminescence; in the data active = activation above about 4.9%;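 also: 0% = median of compound wells and 100% = cells with positive control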
Target sequence (Q8TDV0 whole entry, looked up): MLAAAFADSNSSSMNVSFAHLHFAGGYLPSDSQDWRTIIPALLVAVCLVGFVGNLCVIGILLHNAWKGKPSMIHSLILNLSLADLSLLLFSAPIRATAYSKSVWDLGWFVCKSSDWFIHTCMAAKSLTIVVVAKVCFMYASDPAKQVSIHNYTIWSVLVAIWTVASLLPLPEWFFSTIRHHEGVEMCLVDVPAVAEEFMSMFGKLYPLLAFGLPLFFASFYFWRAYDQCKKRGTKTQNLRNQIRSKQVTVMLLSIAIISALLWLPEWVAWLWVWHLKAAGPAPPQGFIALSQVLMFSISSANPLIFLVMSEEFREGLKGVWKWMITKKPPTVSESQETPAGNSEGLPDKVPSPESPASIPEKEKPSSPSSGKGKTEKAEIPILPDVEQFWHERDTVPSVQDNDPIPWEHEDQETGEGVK
The depositor's hits bear a star; · = not tested or not shown; & = joins results of further samples.

Below each SMILES – FBW7 activator	TEAD-YAP inh	MITF inh	GPR151 activ
CCO[C@H]1[C@H](NC(=O)c2ccco2)c2ccccc2C12CCN(CC(C)(C)C)CC2
 : -0.1	2.6	1.2	-0.2
CCCOC(=O)C1=C(C)NC2=C(C(=O)CC(C)(C)C2)C1c1ccc(O)c(OC)c1 (stereo not given)
 : 0.0	-2.8	-11.9	-1.0
COc1cc(/C=C2/SC(=Nc3ccccc3Cl)NC2=O)cc(OC)c1
 : 0.1	4.8	21.5	-0.6
CCOc1ccccc1CN1CCc2c(nc(N3CCC(C)CC3)[nH]c2=O)C1
 : -0.1	3.7	0.8	-1.0
COc1ccc(C2C(C(=O)N3CCCC3)c3ccccc3C(=O)N2c2ccc(OC)cc2)cc1 (stereo not given)
 : 0.7	-2.3	24.6	-1.3
O=C(Cc1ccc(Cl)cc1)NCC1CCC2(CCN(Cc3cccnc3)CC2)O1 (stereo not given)
 : 0.0	5.1	2.1	0.9
COc1ccc(NC2=C(N(C)C)C(=O)c3ccccc3C2=O)cc1
 : 0.6	-16.9	9.0	-1.8
O=C1NC(=S)N/C1=C/c1cc([N+](=O)[O-])ccc1O
 : 0.0	-7.9	-1.1	2.6
N#Cc1ccc(COC(=O)CCn2c(=O)oc3ccccc32)cc1
 : -0.1	-10.4	-7.5	2.3
CN(Cc1ccccc1)C(=O)CSc1nc(NCCc2ccccc2)c2ccccc2n1
 : 0.9	21.4	10.8	-1.4

Brought forward from above: two compounds, followed by the next part.
Below each SMILES – FBW7 activator	TEAD-YAP inh	MITF inh	GPR151 activ
N#Cc1ccc(COC(=O)CCn2c(=O)oc3ccccc32)cc1
 : -0.1	-10.4	-7.5	2.3
CN(Cc1ccccc1)C(=O)CSc1nc(NCCc2ccccc2)c2ccccc2n1
 : 0.9	21.4	10.8	-1.4
COc1ccccc1NC(=O)C(C)NS(=O)(=O)c1cc(Cl)ccc1Cl (stereo not given)
 : 0.6	13.0	10.9	-0.5
C[n+]1cccc(C(=O)N/N=C/c2ccc3c(c2)OCO3)c1
 : 0.1	-5.9	-3.8	0.9
Cc1ccc([N+](=O)[O-])cc1NS(=O)(=O)c1cccs1
 : -0.1	3.4	-3.1	-0.4
CCN(CC)CCOc1cccc2ccccc12
 : -0.2	-0.8	10.8	-0.1
CCOC(=O)Cc1csc(NC(=O)CCSc2ccccc2)n1
 : 0.1	-7.1	-17.0	0.9
O=C1/C(=C/c2ccc(-c3cc(Cl)ccc3Cl)o2)C=C(c2ccccc2)N1c1cccc([N+](=O)[O-])c1
 : -0.2	-5.7	-5.9	-0.8
O=C(Oc1coc(CSc2ncccn2)cc1=O)c1ccc(Br)cc1
 : 0.2	1.0	14.6	-1.1
c1ccc2c(c1)CCN(c1nccc(Nc3ccc(N4CCOCC4)cc3)n1)C2
 : -0.3	40.5*	6.7	0.5
Cc1ccc(-c2nnc(Nc3ccc(OC(F)(F)F)cc3)c3ccccc23)cc1S(=O)(=O)NCc1ccccc1
 : 0.1	1.6	4.3	-0.6
CN(C)N1C(=O)/C(=C/c2cccc([N+](=O)[O-])c2)SC1=Nc1ccccc1
 : 0.1	17.4	-0.6	0.6
CCOC(=O)N1CCN(Cc2ccc(F)c(Br)c2)CC1
 : 0.0	6.0	44.4	0.1
Cc1c(C(N)=O)sc2ncn(CC(=O)NCCc3ccccc3)c(=O)c12
 : -0.2	0.0	-10.7	0.5
COc1ccc(C2(CNC(=O)c3ccc(OC)cc3OC)CCOCC2)cc1
 : 0.1	10.7	1.5	1.1
O=[N+]([O-])c1cc(CN2CCC(c3ccccc3)C2)c(O)c2ncccc12 (stereo not given)
 : -0.9	32.1*	55.4*	1.7
CCC(NS(=O)(=O)c1ccc(C)cc1)C(=O)NC1CCCC1 (stereo not given)
 : 0.1	-3.7	3.8	-0.2
O=C(CN1N=C(c2ccc(Cl)cc2)CCC1=O)NCCN1CCc2ccccc2C1
 : 0.1	5.8	10.7	-0.4
O=C1C2C(c3ccccc3)CCC(c3ccccc3)C2C(=O)N1c1ccc([N+](=O)[O-])cc1 (stereo not given)
 : -0.1	3.3	10.3	-0.7
O=C(NNC(=O)c1ccccc1F)c1ccco1
 : 0.0	-23.3	3.1	1.7
Cc1nc2sc(C(c3ccc(F)c(F)c3)N3CCC(C(N)=O)CC3)c(O)n2n1 (stereo not given)
 : -0.1	-11.6	-11.3	2.8
CCOC(=O)c1sc(NC(=O)/C=C/c2ccco2)c(C(=O)OCC)c1C
 : 0.1	0.2	2.0	1.2

Copied from the results shown, 6 compounds:
Below each SMILES – FBW7 activator	TEAD-YAP inh	MITF inh	GPR151 activ
CCC(NS(=O)(=O)c1ccc(C)cc1)C(=O)NC1CCCC1 (stereo not given)
 : 0.1	-3.7	3.8	-0.2
O=C(CN1N=C(c2ccc(Cl)cc2)CCC1=O)NCCN1CCc2ccccc2C1
 : 0.1	5.8	10.7	-0.4
O=C1C2C(c3ccccc3)CCC(c3ccccc3)C2C(=O)N1c1ccc([N+](=O)[O-])cc1 (stereo not given)
 : -0.1	3.3	10.3	-0.7
O=C(NNC(=O)c1ccccc1F)c1ccco1
 : 0.0	-23.3	3.1	1.7
Cc1nc2sc(C(c3ccc(F)c(F)c3)N3CCC(C(N)=O)CC3)c(O)n2n1 (stereo not given)
 : -0.1	-11.6	-11.3	2.8
CCOC(=O)c1sc(NC(=O)/C=C/c2ccco2)c(C(=O)OCC)c1C
 : 0.1	0.2	2.0	1.2

Remaining list, next part:
Below each SMILES – FBW7 activator	TEAD-YAP inh	MITF inh	GPR151 activ
CC(=O)Nc1cccc(/C(C)=N/NC(=O)c2ccccc2Cl)c1
 : -0.2	-2.3	-0.9	-0.2
Cc1ccc(C(=O)c2cccc(NC(=O)c3ccc([N+](=O)[O-])cc3)c2)cc1C
 : -0.1	4.7	8.8	1.3
COc1cc(C(=O)Nc2ccc(N3CCOCC3)c(Cl)c2)cc(OC)c1OC
 : -0.3	1.9	20.3	-1.8
CS(=O)(=O)N1Cc2ccccc2CC1C(=O)O (stereo not given)
 : -0.2	-2.2	0.3	2.2
CCOC(=O)CCSc1nc2c(c(=O)n(C)c(=O)n2C)n1C
 : 0.2	-0.1	10.9	2.7
Cc1nc2ccccc2c(=O)n1-c1ccc(NS(C)(=O)=O)cc1
 : -0.1	2.0	6.8	1.5
COc1ccc(OC)c(C2OC(c3ccc(Br)cc3)=NN2C(C)=O)c1 (stereo not given)
 : -0.1	14.5	8.2	0.0
NC(=O)C1CCN(S(=O)(=O)c2c(F)cc(F)c(Cl)c2F)CC1
 : 0.2	5.4	8.3	-0.4
Cc1cc(C)n(C(=O)CCCN2C(=O)c3cccc4cccc(c34)C2=O)n1
 : 0.0	-3.2	-20.6	2.8
CC(=O)Nc1ccc(Nc2nc(-c3c(C)noc3C)ncc2C)cc1
 : 0.0	-8.9	-15.4	0.2
Cc1ccc2c(c1)N(CC(=O)Nc1ncccc1C)C(=O)CO2
 : 0.0	-4.7	-11.4	0.0
O=C(NCCc1ccc(O)cc1)c1cccc(NCCN2CCOCC2)n1
 : 0.0	-0.4	8.4	0.6
O=C(OCCN1CCCCC1)c1cc2ccccc2o1
 : 0.0	3.7	9.7	-0.6
O=C(c1ccc(Cl)cc1)c1coc2ccc(O)c(CN3CCOCC3)c12
 : -0.1	2.2	3.2	-0.9
COc1ccccc1N(CC(N)=O)S(=O)(=O)c1ccc(C)cc1
 : -0.3	-0.3	2.4	0.6
CCOc1ccc(NC(=O)C2CCC(Cn3c(=O)[nH]c4ccsc4c3=O)CC2)cc1 (stereo not given)
 : 0.0	7.2	14.6	-0.6
CN1C(=O)c2ccc(NC(=O)c3ccc(C#N)cc3F)cc2C1=O
 : 0.0	-0.6	-4.2	-0.8
Nc1ncnc(N/N=C/c2ccc3ncccc3c2)c1[N+](=O)[O-]
 : -0.1	85.6*	12.7	-0.8
C=CCOc1ccc(C2N3CC4(C)CN2CC(C)(C3)C4O)cc1 (stereo not given)
 : 0.8	-2.7	9.0	-0.7
Cc1cc(C)c(N2C(=O)C3C(c4ccccc4)C=CC(c4ccccc4)C3C2=O)c(C)c1 (stereo not given)
 : -0.1	2.0	-5.2	-0.8
CC1CN(C(=O)CSc2n[nH]c(N)n2)CC(C)O1 (stereo not given)
 : -0.2	-0.1	9.3	0.1
Cc1ccccc1NC(=O)c1c(NC(=O)c2cccs2)sc2c1CCC2
 : -0.1	-15.5	-0.3	0.1
Cc1ccc2c(c1)c1c3n2CCNC3CCC1 (stereo not given)
 : 0.0&-0.1	·	15.2&21.6	-0.1&1.3
COc1ccc(C(=O)N2CCN(Cc3cc(OC)c(O)c(OC)c3)CC2)cc1
 : -0.1	5.4	26.3	-0.9
O=C(NC1CC1)c1cnc(NC2CCN(Cc3ccccc3)CC2)s1
 : -0.1	-1.5	-1.1	2.2
COc1ccccc1NC(=O)C1=C(C)Nc2nnnn2C1c1ccc(O)cc1 (stereo not given)
 : -0.1	6.9	2.4	0.4
Cc1csc(SCC(=O)Nc2ccc(N3CCCCC3)cc2)n1
 : 0.0	3.8	21.5	-2.4
O=C(c1ccccc1Cl)N1CCN(Cc2ccc3c(c2)OCO3)CC1
 : 0.0	-1.3	-6.3	0.1
Cc1ccsc1/C=C1\S/C(=N/c2nccs2)NC1=O
 : -1.3	37.5*	-10.2	-4.8
Cc1ccc(-c2cnc(NCC(C)C)c3nccn23)cc1
 : 0.1	-6.0	-10.6	-0.3
CC(=O)Nc1cccc(NC(=O)CN2C(=O)CC(C)Sc3ccccc32)c1 (stereo not given)
 : 0.1	-5.3	-5.0	0.2
CC1CCCC(NC(=O)C2N(CCCN(C)Cc3ccccc3)C(=O)C3C(C(=O)Nc4ccc(Cl)cc4)C4C=CC32O4)C1C (stereo not given)
 : -0.2	-3.9	26.5	-0.4
Cn1cnnc1SCC(=O)Nc1ccc(S(=O)(=O)Nc2nccs2)cc1
 : 0.1	-6.5	9.0	-1.2
O=C(CCc1nnc(CCCCc2ccccc2)o1)NCc1cn2c(n1)SCC2
 : 0.6	1.8	-1.2	0.4
O=C(ON1C(=O)CCC1=O)c1ccc([N+](=O)[O-])cc1
 : -0.1	0.6	-4.6	-1.6
C=CCN1C(=O)C(O)=C(C(C)=O)C1c1ccccc1 (stereo not given)
 : 0.3	4.4	15.6	1.8
COc1ccccc1-n1c(CNC(=O)c2ccc(S(=O)(=O)N3CCOCC3)cc2)nnc1SCC(=O)Nc1nccs1
 : 0.1	-5.5	-20.6	-0.6
COc1cccc(C(=O)N(c2ccccn2)c2ccccn2)c1
 : 0.3	-1.3	16.4	0.2
CCc1c(C)sc(NC(=O)c2ccc(Cl)c([N+](=O)[O-])c2)c1C(=O)OC
 : 0.0	6.7	4.8	-1.2
COc1ccc(-c2c/c(=N\O)c3cc(F)ccc3o2)cc1
 : -0.1	-42.2	2.2	-1.0
CC(C)Oc1ccc(C(CC(=O)O)NC(=O)Cc2cccs2)cc1 (stereo not given)
 : 0.0	0.6	-0.6	-0.8
CSc1nc2sc3c(c2c2nnc(C)n12)CCC(C(C)(C)C)C3 (stereo not given)
 : -0.2	-3.5	-1.3	2.6
CCOc1ccc(C2NCCc3cc(OC)c(OC)cc32)cc1OC (stereo not given)
 : 0.1	12.4	-16.7	0.0
CCCCn1c(SCC(=O)NCCC2=CCCCC2)nc2ccsc2c1=O
 : 0.1	5.7	2.5	-0.4
NC(=O)c1c(NC(=S)NC(=O)/C=C/c2ccccc2)sc2c1CCC2
 : 0.2	11.2	3.8	1.3
c1ccc(-c2ccc(NC3CC3)nc2)cc1
 : -0.2	-14.8	14.8	-1.5
Cc1ccccc1C(=O)Nc1c2c(nn1-c1cccc(C)c1C)CS(=O)(=O)C2
 : 0.1	-0.1	3.5	-1.7
CCOC(=O)c1c(NC(=O)C23CC4CC(CC(C4)C2)C3)sc(C(=O)Nc2ccc(C)c(Cl)c2)c1C
 : 0.0	-2.5	-9.8	1.2
Cc1cccc(-c2nc(C)c(CCNS(=O)(=O)c3ccc(F)cc3)s2)c1
 : 0.1	0.6	5.8	3.2
Cc1cc(N2CCC(C)CC2)nc2ccc(N3C(=O)CCC3=O)cc12
 : -0.1	-13.4	-3.3	0.2

Further entries.
Below each SMILES – FBW7 activator	TEAD-YAP inh	MITF inh	GPR151 activ
C=CCOC(=O)C1=C(C)NC2=C(C(=O)CCC2)C1c1ccccc1Cl (stereo not given)
 : -0.1	-1.5	3.0	1.3
Cc1ccc(C)c(-c2nn(C)c(=O)c3ccccc23)c1
 : 0.2	1.1	17.2	-2.3
COc1ccccc1N1C(=O)CC(N2CCN(C)CC2)C1=O (stereo not given)
 : 0.0	0.9	1.9	0.0
COc1ccc(C(=O)NCCCC(=O)O)cc1
 : 0.1	-1.0	9.1	0.1
O=C(NC1CC1)C1CCN(C2CCN(C(=O)c3cccc(Cl)c3)CC2)CC1
 : 0.2	-5.1	10.5	-1.0
CCNC(=S)N/N=C/c1ccccc1[N+](=O)[O-]
 : -0.1	4.0	6.0	-0.2
CC(C)(C)C1CCc2oc3c(cc(NS(=O)(=O)c4ccccc4)c4ccccc43)c2C1 (stereo not given)
 : 0.0	3.7	-2.7	-1.0
CCN(CC)S(=O)(=O)c1ccc(NS(=O)(=O)c2ccc(OC)cc2)cc1
 : -0.1	-1.1	10.4	-0.6
CC(C)C(C(=O)O)N1C(=O)c2c(Cl)c(Cl)c(Cl)c(Cl)c2C1=O (stereo not given)
 : 0.2	-13.9	9.7	0.0
COc1ccc(N2CCN(CCNC(=O)CNS(=O)(=O)c3cccs3)CC2)cc1
 : -0.1	8.2	-6.6	-0.4
COc1ccccc1-c1nnc(SCc2nc3ccccc3s2)n1N
 : -0.1	-13.0	8.1	0.0
CC1(N)CC2(O)C(=[N+]1[O-])CCc1nonc12 (stereo not given)
 : -0.1	4.9	9.1	0.2
Cc1ccc(CN2CCc3nnc(C(NC(=O)C4CCOC4)C(C)C)n3CC2)s1 (stereo not given)
 : -0.1	6.8	5.9	0.4
